Runt-CBFb FRET: blocks binding of human RUNX1 Runt domain to CBFb; Cerulean-Runt/Venus-CBFb FRET ratio 530/480, 1 h; Q01196+Q13951; AID 1496; inhibition, % at 20 µM; actives 0.46% (n = 220,000);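 active means inhibition over about 50% at 20 µM in the single-dose screen, limit read from the data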;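 further: 0% = DMSO wells and 100% = excess unlabeled CBFb competitor control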
Target sequence (Q01196 whole entry, looked up, the tested form may be a part): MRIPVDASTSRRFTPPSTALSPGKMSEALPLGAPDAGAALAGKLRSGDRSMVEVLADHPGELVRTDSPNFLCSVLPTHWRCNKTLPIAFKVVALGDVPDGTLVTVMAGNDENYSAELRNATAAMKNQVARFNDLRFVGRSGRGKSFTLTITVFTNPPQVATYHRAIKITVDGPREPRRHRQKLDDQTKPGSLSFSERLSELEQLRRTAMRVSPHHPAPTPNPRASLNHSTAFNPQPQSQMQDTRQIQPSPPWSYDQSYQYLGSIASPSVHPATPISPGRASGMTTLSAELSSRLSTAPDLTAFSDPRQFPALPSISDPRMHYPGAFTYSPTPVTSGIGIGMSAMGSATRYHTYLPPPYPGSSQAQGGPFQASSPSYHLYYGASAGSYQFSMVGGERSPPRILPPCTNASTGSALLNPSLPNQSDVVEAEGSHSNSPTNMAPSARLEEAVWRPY
Target sequence (Q13951 whole entry, looked up, the tested form may be a part): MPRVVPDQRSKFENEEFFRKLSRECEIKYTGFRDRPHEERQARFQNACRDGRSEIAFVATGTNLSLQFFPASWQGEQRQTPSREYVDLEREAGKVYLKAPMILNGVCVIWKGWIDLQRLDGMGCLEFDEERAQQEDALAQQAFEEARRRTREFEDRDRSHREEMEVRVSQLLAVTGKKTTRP
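Buffer or medium: Tris pH 7.5 buffer with BSA. Assay system: Cerulean-labeled Runt domain protein. Amount: each fluorescent fusion protein 100 nM. Read-out basis: loss of energy transfer signal. Incubation: 1 h compound exposure, room temperature. Probe or stimulus: Venus-CBFb binding partner, 100 nM. Detection: FRET, excitation 422 nm, emission at 530 and 480 nm.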
NPY Y1 blocker: NPY-Y1 (human) receptor antagonism; P25929; HEK293-CNG Y1 cells, membrane potential fluorescence; NPY at EC95, then isoproterenol; actives 1% (n = 200,000); inhibition, % at 3.6 µM;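 active means inhibition above the campaign mean inhibition of all tested compounds plus 3 SD, cut at about 20% in these data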;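 further: 0% = DMSO wells given NPY plus isoproterenol and 100% = isoproterenol alone without NPY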
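Material: HEK293 cells co-expressing NPY Y1 receptor and cyclic-nucleotide gated channel. Timing: compound incubation 1 h at room temperature, readout 45 min post-stimulation. Signal: fluorescence, membrane potential probe.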
RBBP9 inh: blocks human serine hydrolase RBBP9. recombinant RBBP9, FP-Rh probe fluorescence polarization. inhibition, % at 7.94 µM. actives 0.2% (n = 220,000). AID 1515;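 active means inhibition above the campaign mean of all tested compounds plus 3 SD, cut at about 14% in these data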;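 further: plate controls were DMSO wells with RBBP9 for no effect and wells lacking RBBP9 protein for full effect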
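Assay system: recombinant human RBBP9; Reagent: Serine-hydrolase probe FP-Rh, 375 nM pre-mixing; Doses: 7.94 µM single dose, 0.794% DMSO; Incubation: 30 min then 45 min, 25 °C; Detection: fluorescence polarization (mP), excitation 525 nm, emission 598 nm; Evaluation: percent inhibition from mP, scaled between DMSO and no-protein wells.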
S1P4 agonist: agonists of human S1P4 receptor; O95977; S1P4-expressing cell line, agonist reporter assay; activation, % at 4.98 µM; actives 0.35% (n = 220,000); in the data active means activation above about 11%;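 further: 0% = DMSO vehicle and 100% = reference agonist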
S1P4 antagonist: human S1P4 receptor antagonism | O95977 | S1P4-expressing cells, antagonist mode, reporter read-out | inhibition, % at 4.98 µM | actives 0.26% (n = 220,000); in the data active means inhibition above about 29%;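 further: 0% = wells stimulated with agonist and 100% = vehicle wells without agonist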
Ba/F3 V617F tox: loss of viability in JAK2V617F-driven Ba/F3 cells; inhibition, % at 5.6 µM; AID 1446; actives 1.1% (n = 220,000); Ba/F3 EpoR-JAK2V617F viability, ATP luminescence;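 active means inhibition above the campaign mean plus 3 SD over all tested compounds, cut at about 24% in these data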;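 further: cytokine-independent growth of Ba/F3 cells driven by EpoR plus mutant JAK2; 0% = DMSO-treated cells and 100% = JAK inhibitor I control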
NPY2 pot ag: human NPY-Y2 potentiation or agonism, primary screen. P49146. actives 0.45% (n = 220,000). activation, % at 3.6 µM. cells expressing NPY-Y2, potentiator/agonist read-out. AID 1359; in the data active means activation above about 27%;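 further: cells stimulated with NPY near EC25 plus isoproterenol at EC100; 0% = vehicle plus submaximal agonist and 100% = vehicle plus saturating agonist; some results beyond the cut were filed as inactive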
Target sequence (P49146 whole entry, looked up): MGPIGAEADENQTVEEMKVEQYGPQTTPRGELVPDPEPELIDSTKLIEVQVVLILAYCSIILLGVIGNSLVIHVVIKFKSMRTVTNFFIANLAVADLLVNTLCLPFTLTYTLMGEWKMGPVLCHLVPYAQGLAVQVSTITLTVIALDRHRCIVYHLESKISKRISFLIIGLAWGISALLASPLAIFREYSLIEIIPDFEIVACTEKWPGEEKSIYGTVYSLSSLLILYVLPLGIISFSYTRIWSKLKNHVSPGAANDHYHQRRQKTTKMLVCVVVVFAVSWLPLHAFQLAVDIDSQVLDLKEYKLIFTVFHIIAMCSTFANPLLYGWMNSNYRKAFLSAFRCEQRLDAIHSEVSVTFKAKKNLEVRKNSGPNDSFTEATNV
BaF3 parental: counter-screen for JAK2V617F inhibitors: parental Ba/F3 viability inhibitors | CellTiter-Glo ATP luminescence | inhibition, % at 5.6 µM | actives 1.1% (n = 220,000) | AID 1486;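 active means inhibition above a per-campaign cutoff, the mean inhibition of all tested compounds plus 3 SD, cut at about 27% in these data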;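 further: 0% = DMSO wells and 100% = JAK Inhibitor I control wells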
NPY-Y1 PAM-ag: human NPY-Y1 potentiation or agonism, primary screen. P25929. NPY-Y1 expressing cells, potentiator/agonist activation. activation, % at 3.6 µM. actives 0.37% (n = 220,000); in the data active means activation above about 33%, passing the limit was not always enough;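 further: cells stimulated with NPY at EC10 then isoproterenol at EC100; 0% = low agonist plus stimulus and 100% = saturating agonist plus stimulus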
An asterisk follows results filed as active; . = not tested or not shown.

SMILES	Runt-CBFb FRET	NPY Y1 blocker	RBBP9 inh	S1P4 agonist	S1P4 antagonist	Ba/F3 V617F tox	NPY2 pot ag	BaF3 parental	NPY-Y1 PAM-ag
O=C(Nc1nnc(C2CC2)s1)C1COc2ccccc2O1 (configuration not stated)	0	1	-11	1.4	-12	-2	-4	6	-2
CCOC(=O)c1ccccc1NC(=O)c1n[nH]c(=O)c2ccccc12	-1	5	-11	1.4	-4	-1	8	3	13
Nc1c(C(=O)NC2CC2)c2nc3ccccc3nc2n1-c1ccc2c(c1)OCO2	7	-1	5	1.3	2	-1	17	3	-7
CCc1c(C)sc(NC(=O)c2cc(-c3cc(OC)ccc3OC)on2)c1C#N	4	4	-9	-1.2	-4	-8	3	2	12
O=C(NCCc1ccccc1)c1ccnc(/C=N/O)c1	2	5	-3	-0.3	4	-1	24	3	-2
Cn1c(=O)c([N+](=O)[O-])c(NCC(O)c2ccccc2)c2ccccc21 (configuration not stated)	8	-5	-2	-5.0	6	3	-2	9	-15
S=c1[nH]nc(-c2ccco2)n1/N=C/c1ccc(Cl)c(Cl)c1	9	1	-11	-1.7	-6	1	2	2	-13
Cc1ccc(Nc2nc(N)nc(CN3CCN(C)CC3)n2)cc1	1	3	-9	-1.7	-17	5	-21	-1	-38
CC1CC(C)CN(C(=O)C(Cc2ccccc2)n2cccc2)C1 (configuration not stated)	-2	.	0	0.6	1	-1	-13	1	-15
CNc1oc(-c2ccc(C)cc2)nc1P(=O)(c1ccccc1)c1ccccc1	-6	8	-8	0.5	-2	-1	17	4	3
O=C(Nc1ccccc1)Nc1ccc(S(=O)(=O)N2CCCCC2)cc1	0	-5	-34	-2.6	-1	-1	19	3	17
COc1ccc(NC(=S)NC2CCCCCC2)c(OC)c1	4	-3	0	1.2	-27	4	3	12	-12
CCc1ccc(NC(=O)CCn2cccc2)cc1	2	10	-5	2.0	-8	-5	-9	4	27
Nc1ccc(N2CCCCC2)c(Cl)c1	-2	1	2	1.0	-17	0	-4	5	2
CS(=O)(=O)c1ccc(C(=O)Nc2cc(S(C)(=O)=O)ccc2Cl)cc1	2	0	-2	-1.3	-7	-3	11	0	-12
O=C(COC(=O)c1ccccc1C(=O)c1ccccc1)NCCc1ccc(Cl)cc1Cl	0	0	-12	1.2	-1	3	-5	5	3
CCOC(=O)c1c(CCl)nc2ccccc2c1-c1ccccc1	0	.	1	-2.1	10	-1	-7	-9	8
Nc1cnn(C2CCCO2)c(=O)n1 (configuration not stated)	.	4	-1	-0.1	0	0	7	-2	8
COc1cccc(NC(=O)CSc2nnc(-c3ccoc3C)n2-c2ccccc2)c1	0	-2	1	-1.0	17	-5	-1	1	-21
Cc1ccc(-c2sc(C(=O)NN)c(C)c2C#N)cc1	-2	.	-3	0.9	-4	-3	-6	1	-20
O=C(CCl)Nc1cccc(Oc2ccccc2)c1	1	-5	-13	9.7	-4	22	5	3	11
CCOP(=O)(OCC)C(Nc1ccccc1)c1cccnc1 (configuration not stated)	-1	.	-6	-0.2	-10	-2	-9	2	1
CC1(C)OC2C(CO)OC(n3cnc4c(=S)nc[nH]c43)C2O1 (configuration not stated)	12	.	6	2.1	1	21	4	21	16
COc1cccc(C(=O)C2CCCN(Cc3cccn3-c3ccccn3)C2)c1 (configuration not stated)	0	37*	1	0.3	1	0	-37	-3	-46

Reprinted at random: 2 records from the list.
SMILES	Runt-CBFb FRET	NPY Y1 blocker	RBBP9 inh	S1P4 agonist	S1P4 antagonist	Ba/F3 V617F tox	NPY2 pot ag	BaF3 parental	NPY-Y1 PAM-ag
CCOC(=O)c1c(CCl)nc2ccccc2c1-c1ccccc1	0	.	1	-2.1	10	-1	-7	-9	8
COc1cccc(C(=O)C2CCCN(Cc3cccn3-c3ccccn3)C2)c1 (configuration not stated)	0	37*	1	0.3	1	0	-37	-3	-46

(more compounds)
SMILES	Runt-CBFb FRET	NPY Y1 blocker	RBBP9 inh	S1P4 agonist	S1P4 antagonist	Ba/F3 V617F tox	NPY2 pot ag	BaF3 parental	NPY-Y1 PAM-ag
Cc1cc(C)c(N=Cc2c(O)n(-c3nccs3)c(=O)c3ccccc23)c(C)c1	-1	8	-2	-0.8	-22	-4	4	2	-6
O=[N+]([O-])c1ccc(Oc2ccc(F)cc2)c2ccncc12	4	1	12	1.8	-24	-1	-2	0	-1
COc1ccccc1NC(=O)COc1ccc(C(F)(F)F)cc1[N+](=O)[O-]	.	3	3	-2.0	1	-3	6	-1	-11
O=[N+]([O-])c1ccc(-c2nnc(-c3ccccc3)c(NCCCO)n2)cc1	0	-1	-6	-1.0	-6	2	5	5	13
CCN1CCN(CC(=O)N2N=C(c3cccs3)CC2c2ccc(OC)cc2)C(=O)C1=O (configuration not stated)	2	4	-5	0.2	3	3	-1	5	-6
CCOP(=O)(OCC)/C(C#N)=C/c1ccc(-c2ccc(F)cc2F)o1	6	.	-6	-0.4	0	-4	1	2	13
O=C(COc1ccc(Cl)cc1)Nc1c(-c2cccs2)nc2ccccn12	1	0	-3	0.0	-10	-2	-15	7	-30
CCn1c(CNC(=O)COc2ccc(C(C)C)cc2)nnc1SCC(=O)NC1CCCCC1C (configuration not stated)	-10	4	-4	3.4	-3	0	-6	2	-2
CN(c1ccccc1)S(=O)(=O)c1cccc(C(=O)Nc2nn[nH]n2)c1	1	.	10	-0.2	18	-4	-6	-2	-6
Cc1c(C(=O)Nc2ccc(C(=O)O)cc2)cnn1C	0	2	1	0.8	0	-3	6	8	11
OCC1CCCN(C(=S)Nc2ccc(Oc3ccccc3)cc2)C1 (configuration not stated)	-1	-4	-7	-1.4	1	-1	11	5	6
CCN(CC)C(=O)c1ccc(/C=C/c2c[nH]c3ccccc23)[n+](C)c1	-147	0	-2	1.7	-7	-3	-1	0	5
CS(=O)(=O)N(CC(=O)Nc1cc(Cl)ccc1Cl)c1ccccc1Cl	3	-6	-5	-3.0	9	-4	-8	1	13
COc1cc2c(cc1OC)C(C(=O)O)C(c1ccc(C)o1)N(C)C2=O (configuration not stated)	-1	-3	-7	1.9	-12	4	7	3	-1
Cc1ccc(Nc2nc(N)c([N+](=O)[O-])c(NCc3ccco3)n2)cc1	-6	-1	-6	-0.7	-21	-3	19	3	29
O=C(CCn1c(=O)sc2ccccc21)Nc1nc2ccccc2s1	-2	5	-9	1.1	-10	0	-15	2	-13
O=C(Cc1cccc2ccccc12)NC(=S)Nc1cccc(C(=O)O)c1	1	5	-7	0.8	-9	3	0	7	-15
CCOc1cc(S(=O)(=O)N(CC)CC)ccc1Br	-1	-5	1	-2.2	-23	-4	18	0	-17
O=C(NC1(C(=O)NC2CCCCC2)CCCCC1)c1ccc2c(c1)OCO2	-4	0	-5	1.2	-14	-2	1	0	23
Cc1cc(C(=O)NCc2cccs2)n(-c2ccccc2)n1	-1	0	-5	1.7	-27	-2	3	-2	5
CC(C)Oc1cccc(-c2nnc(SCC(=O)Nc3ccc4c(c3)OCCO4)n2N)c1	0	4	-10	-1.3	0	2	-5	0	6
COc1cccc(CC2(CO)CCN(Cc3cccn3-c3cccnc3)CC2)c1	3	10	-9	1.2	-21	-3	5	4	6
CC(C)CC(OC(=O)c1ccco1)C(=O)NCC1CCCO1 (configuration not stated)	-3	6	-6	0.7	-7	2	0	3	17
Fc1ccc2nc(Nc3nc4c(F)cc(F)cc4s3)sc2c1	0	-1	-4	-2.9	2	-6	1	-1	19
FC(F)Oc1ccc(NC(=S)NCC2COc3ccccc3O2)cc1 (configuration not stated)	0	9	-11	0.3	-13	-1	-6	7	-11
O=C(NCc1nnc(SCC(=O)N2CCCC2)o1)c1ccccc1F	0	2	-1	-0.4	-13	-1	-4	4	-12
COc1ccccc1NC(=O)C1(C)Cc2ccccc2C(=O)O1 (configuration not stated)	2	-3	-7	-0.2	-14	-2	-3	1	9
CCOc1ccc2nc(SCCNS(=O)(=O)c3ccccc3)sc2c1	-2	3	-9	0.9	-9	2	-11	1	-30
COc1cccc(NC(=O)C(Sc2nnc(-c3ccncc3)n2-c2ccc(Cl)cc2)c2ccccc2)c1 (configuration not stated)	-7	-6	-13	-1.5	-3	2	23	10	52*
Cn1c(N)c(C(=O)CN2CCc3ccccc3C2)c(=O)n(C)c1=O	2	-4	-7	0.8	-13	-3	7	7	15
COC(=O)c1sccc1NC(=O)Nc1cc(C)ccc1C	2	-3	3	2.5	8	0	-4	6	-4
O=C(COc1ccccc1)N(Cc1ccccc1)c1nc(-c2ccccc2)cs1	-2	-1	-5	1.1	-33	-2	-6	0	-5
COc1ccc(C2C(C(=O)c3ccccc3)=C(C)Nc3nc4ccccc4n32)c(OC)c1 (configuration not stated)	-2	0	0	0.2	-3	-4	13	1	10
COc1ccc(OC)c(CNc2ccc([N+](=O)[O-])cc2C)c1	-1	1	-10	-0.1	-31	4	-13	2	7
CC1=C(CCN2CCN(C3CCCC3)C(CCO)C2)C(C)(C)CCC1 (configuration not stated)	2	13	-6	0.8	-5	5	-38	10	-20
CCCn1c(-c2ccc(F)cc2)n[nH]c1=S	-16	3	-8	-1.3	-13	1	-6	5	-10
CC1CCCCN1C(=O)CN1CCC(c2nc3ccc(Cl)cc3[nH]2)CC1 (configuration not stated)	0	9	-5	-2.2	1	3	-4	14	8
COc1cc(C)c(C)cc1S(=O)(=O)N1CCN(Cc2ccccc2)CC1	-1	-5	-5	0.8	5	4	-18	6	9
Cn1nnnc1SCc1cc(=O)n2ccsc2n1	0	-9	0	1.1	1	-5	15	2	4
CCCCc1ccc(NC(=S)N2CCCC(CO)C2)cc1 (configuration not stated)	-6	-6	-3	1.6	-3	2	-10	5	-8
NS(=O)(=O)c1ccc(NC(=O)CN2CCCCC2)cc1	-2	2	-4	0.1	-9	-3	16	-4	8
Cc1ccc2nc(/C(C#N)=C\c3ccc(N4CCOCC4)o3)[nH]c2c1	-2	3	1	1.6	-13	-3	-12	41*	-21
CCN(CC(=O)Nc1ccc(OC)c(Cl)c1)CC(=O)NC(C)C	-2	13	-7	0.5	1	-1	0	8	-2

An excerpt from above in order of the S1P4 agonist value, highest first.
structure	S1P4 agonist
CCN(CC)C(=O)c1ccc(/C=C/c2c[nH]c3ccccc23)[n+](C)c1	1.7
O=C(Nc1nnc(C2CC2)s1)C1COc2ccccc2O1 (configuration not stated)	1.4
O=C(COc1ccccc1)N(Cc1ccccc1)c1nc(-c2ccccc2)cs1	1.1
COc1cc(C)c(C)cc1S(=O)(=O)N1CCN(Cc2ccccc2)CC1	0.8
FC(F)Oc1ccc(NC(=S)NCC2COc3ccccc3O2)cc1 (configuration not stated)	0.3
COc1ccc(C2C(C(=O)c3ccccc3)=C(C)Nc3nc4ccccc4n32)c(OC)c1 (configuration not stated)	0.2
CCOP(=O)(OCC)/C(C#N)=C/c1ccc(-c2ccc(F)cc2F)o1	-0.4
